15-hLO-2 inh: inhibitors of human 15-lipoxygenase 2 (ALOX15B). O15296. purified 15hLO-2, xylenol orange hydroperoxide absorbance. Potency, µM (doses to about 57.1 µM), without a hit: at the top dose activity change, negative = inhibition, actives largely listed as inhibitors. actives 0.56% (n = 110,000). AID 881; note: potency is the fitted concentration of half-maximal effect; nearly all actives have a fitted effect of over 60% in size; many of its hits are not listed in these tables
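Enzyme 50 nM, AA 45 uM, 25 mM Hepes pH 7.5 + 0.01% Triton X-100; cpd preinc 15 min RT, rxn 90 min RT; stop/detect with 200 uM XO + 300 uM Fe(II) in 50 mM H2SO4, 30 min; A573/A405.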
IMPase cell inh: membrane-permeable compound that blocks inositol monophosphatase; inhibition (IP1 accumulation), % at 46.1 µM; CHO-M1 cells, IP1 accumulation, HTRF TR-FRET ratio; 120,000 tested, under 10 active; P97697; active = well fitted curve in the direction sought with a large enough effect in the signal ratio, not every such curve was filed as active; inconclusive = small, poorly fitted or top-dose-only effect, or a change in a side signal; inactive = no such curve, though single readings can be large or run the other way; the % refers to the signal ratio;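 note: cells stimulated with carbachol in lithium chloride buffer; plate controls were DMSO basal wells for no effect and reference inhibitor wells for full effect; higher means more IMPase inhibition seen as more IP1 and lower FRET ratio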
Target sequence (P97697 whole entry, looked up): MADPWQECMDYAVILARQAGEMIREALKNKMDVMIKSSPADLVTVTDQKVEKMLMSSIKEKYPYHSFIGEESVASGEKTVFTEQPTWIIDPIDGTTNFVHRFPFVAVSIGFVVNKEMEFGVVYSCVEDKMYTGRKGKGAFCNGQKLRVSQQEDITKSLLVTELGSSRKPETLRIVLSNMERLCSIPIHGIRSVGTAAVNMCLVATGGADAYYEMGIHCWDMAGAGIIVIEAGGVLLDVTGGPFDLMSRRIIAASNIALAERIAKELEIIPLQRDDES
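In this qHTS, compounds (final up to 46 uM) act on CHO-M1 cells that are then activated through the M1 receptor with carbachol, in pH 7.4 buffer containing 50 mM LiCl, for 30 min. IP1 accumulation is quantified by the IP-One immunoassay.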
PNC inhibitor: blocks assembly of the perinucleolar compartment; PC3M PTB-GFP, PNC prevalence imaging, 16 h; hits give low values; activity change (PNC), negative = inhibition, % at 10 µM; AID 2417; actives 3.1% (n = 140,000);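 active = readout at or below -70, meaning at least 70% loss of cells showing the perinucleolar compartment, a nuclear body marking cancer cells; inconclusive = readout between -30 and a set limit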;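 note: plate controls were DMSO wells for no effect and camptothecin positive control wells for full effect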
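PC3M cells stably expressing PTB-GFP, 750–1000 cells/well, treated 16 h at 37 °C with compound (23 nl of library stock), in duplicate. After paraformaldehyde fixation and Hoechst stain, imaged at 20x; PNC prevalence scored by image analysis.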
12-hLO inh: 12-hLO (ALOX12) enzyme inhibition; AID 1452; purified 12-hLO, xylenol orange hydroperoxide absorbance; P18054; actives 0.12% (n = 150,000); Potency, µM (top dose mostly 57.1 µM), for the others: at the top dose activity change, negative = inhibition, hits mostly inhibitors; note: potency is the fitted concentration of half-maximal effect; nearly all actives have a fitted effect of over 55% in size; many of its hits are not listed in these tables
Target sequence (P18054 whole entry, looked up): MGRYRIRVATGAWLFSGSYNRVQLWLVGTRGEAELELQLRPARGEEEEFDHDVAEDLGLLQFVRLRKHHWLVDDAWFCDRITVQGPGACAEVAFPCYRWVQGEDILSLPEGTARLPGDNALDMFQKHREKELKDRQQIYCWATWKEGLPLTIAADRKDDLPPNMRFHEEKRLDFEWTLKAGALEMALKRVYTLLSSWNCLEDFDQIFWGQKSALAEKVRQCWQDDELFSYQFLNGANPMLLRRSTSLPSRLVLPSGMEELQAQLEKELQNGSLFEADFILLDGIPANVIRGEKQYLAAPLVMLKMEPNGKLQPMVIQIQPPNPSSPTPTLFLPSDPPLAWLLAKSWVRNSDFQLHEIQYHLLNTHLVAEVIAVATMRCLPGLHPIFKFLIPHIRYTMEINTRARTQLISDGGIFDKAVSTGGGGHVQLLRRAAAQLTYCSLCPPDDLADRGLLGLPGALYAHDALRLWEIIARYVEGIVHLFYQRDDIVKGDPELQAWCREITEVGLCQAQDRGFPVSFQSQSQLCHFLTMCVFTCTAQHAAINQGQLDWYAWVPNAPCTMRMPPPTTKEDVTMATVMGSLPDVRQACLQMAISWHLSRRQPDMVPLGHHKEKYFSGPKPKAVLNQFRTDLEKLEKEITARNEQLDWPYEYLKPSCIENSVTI
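Lipoxygenase turnover measured by absorbance at 573 and 405 nm after Fe-XO development. Human 12hLO 150 nM, arachidonate 40 uM, pH 7.0 Hepes buffer with detergent; 15 min compound preincubation, 30 min reaction.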
Starred values were filed as active, the others as inactive; ? = inconclusive; . = not tested or not shown; [ ] = dose if it differs, or a comment. Unless noted, calls come from the whole dose curve; as a rule, active = well fitted curve in the direction sought with a large enough effect; inconclusive = small, poorly fitted or top-dose-only effect, or another doubt; inactive = no such curve, though single readings can be large; an effect the other way counts as inactive or inconclusive. Unless noted, % is set by controls: 0 for no effect and ±100 for the full control effect.

SMILES | 15-hLO-2 inh | IMPase cell inh | PNC inhibitor | 12-hLO inh
O=C(CN(C1CCCCC1)S(=O)(=O)c1ccc(F)cc1)Nc1ccc2c(c1)OCO2 | . | 1 | 7 | -7%
CCOc1cc(C)c(Cl)cc1S(=O)(=O)NC1CC(C)(C)NC(C)(C)C1 | . | . | -26 | -5%
O=C1CC(c2ccccc2F)c2cc3c(cc2N1)CCC3 (stereo unspecified) | -2% | 5 | -9 | -1%
O=C(NC1CCCCC1)N1CCCC1 | . | 5 | -25 | 1%
CCCCC(=O)O[C@]1(C(=O)CO)CC[C@H]2[C@@H]3CCC4=CC(=O)CC[C@]4(C)[C@H]3[C@@H](O)C[C@@]21C | . | . | -28 | 0%
CCN(CC)c1ccc(NC(=O)CC2Oc3ccccc3NC2=O)c(C)c1 (stereo unspecified) | -3% | 9 | 10 | 0%
CC1CCC(NC(=O)c2ccc(S(C)(=O)=O)cc2)CC1 (stereo unspecified) | . | 3 | 17 | -2%
O=C1C(=Cc2cccn2-c2ccc(O)cc2)C(=O)c2ccccc21 | . | -2 | 43 | -6%
COc1cc(OC)c2c(OC)c(-c3ccc4c(c3)OCO4)c(=O)oc2c1 | 11% | . | . | -19%
COC(=O)c1c(NS(C)(=O)=O)sc2c1CCCC2 | 1% | -5 | -24 | -2%
O=C(O)c1cccc(-n2cccc2/C=C2\SC(=O)N(Cc3ccccc3F)C2=O)c1 | . | . | 39 | -2%
CCC(C)Sc1nc2c(c(=O)n1C)SC(C)C2 (stereo unspecified) | -8% | 5 | ? | -4%
Cc1[nH]c(=O)[nH]c(=O)c1S(=O)(=O)N(C)Cc1ccccc1 | -4% | 0 | -106* | -4%
O=C(NCc1ccccn1)c1cc(-c2ccc(Br)cc2)nc2ccccc12 | . | . | ? | 3%
CN(c1ccccc1C(=O)NCc1ccco1)S(C)(=O)=O | 0% | 7 | ? | 0%
CCN1CCn2c3c(c4cc(C)ccc42)CCCC31 (stereo unspecified) | ? | 3 | -24 | 0%
CCCCNC(=O)CSc1nnc(-c2ccc(S(=O)(=O)N3CCCC3)cc2)n1C | . | 1 | -100* | -3%
c1csc(-c2nn3c(Cn4nnc5ccccc54)nnc3s2)c1 | -1% | 4 | 15 | 2%
COc1ccc(-c2nnc(SCC(=O)c3cc(C)n(Cc4cccs4)c3C)o2)cc1 | ? | 0 | -22 | -2%
CC1CN(Cc2ccccc2)c2ccccc2NC1=S (stereo unspecified) | . | . | -17 | ?
Cc1ccc(S(=O)(=O)N2C(=O)C(c3ccccc3)SC2=Nc2ccccc2)cc1 (stereo unspecified) | -26% | 3 | 22 | 8%
CCCCCC(=O)Nc1ccc(S(=O)(=O)Nc2nccnc2OC)cc1 | 0% | 8 | 37 | 0%
Cc1cc(Nc2ccc(F)cc2C)n2ncnc2n1 | -3% | 10 | -15 | -1%
O=c1cc(CO)oc(CN2CCCC2)c1O | 2% | -5 | 9 | -4%
O=C(CSc1nc(-c2ccc(F)cc2)cs1)N1CCN(C(=O)c2ccco2)CC1 | -13% | -2 | -10 | -15%
COc1ccc(/C=C(\C#N)C(N)=O)c(OC)c1 | 2%[11.4 µM] | . | . | 0%[11.4 µM]
CN1C/C(=C/c2ccsc2)C(=O)/C(=C/c2ccsc2)C1 | . | 6 | ? | -9%
COc1cc(CNc2ccc3[nH]c(=O)[nH]c3c2)cc(Cl)c1OCC(=O)NC(C)(C)C | -1% | 2 | ? | -10%
Cc1ccc(C)c(C(C)NC(=O)c2ccccc2Br)c1 (stereo unspecified) | . | . | -19 | 1%
Cc1cc(Br)ccc1OCC(=O)NNC(=O)c1cnccn1 | . | . | 24 | -6%

Sorted by the number under IMPase cell inh (lowest first): four of the compounds above
SMILES | 15-hLO-2 inh | IMPase cell inh | PNC inhibitor | 12-hLO inh
O=C1C(=Cc2cccn2-c2ccc(O)cc2)C(=O)c2ccccc21 | . | -2 | 43 | -6%
COc1ccc(-c2nnc(SCC(=O)c3cc(C)n(Cc4cccs4)c3C)o2)cc1 | ? | 0 | -22 | -2%
Cc1ccc(S(=O)(=O)N2C(=O)C(c3ccccc3)SC2=Nc2ccccc2)cc1 (stereo unspecified) | -26% | 3 | 22 | 8%
CN1C/C(=C/c2ccsc2)C(=O)/C(=C/c2ccsc2)C1 | . | 6 | ? | -9%

(continued)
SMILES | 15-hLO-2 inh | IMPase cell inh | PNC inhibitor | 12-hLO inh
COc1ccccc1OCCC(=O)OCCN1C(=O)c2ccccc2C1=O | 7% | 6 | -28 | 5%
C/C(=N\NC(=O)C(O)(c1ccccc1)c1ccccc1)c1ccc(C)o1 | . | . | 1 | -1%
O=C(c1ccc2c(c1)OCO2)N1CCN(c2ccc(Cl)cc2)CC1 | 0% | 6 | -14 | -23%
COc1ccc(-n2c(Cc3cccn3C)nnc2SCC(=O)Nc2ccc(F)cc2F)cc1 | . | 1 | 6 | -3%
COc1ccc(N2CCN(C(CNC(=O)c3ccco3)c3cccnc3)CC2)cc1 (stereo unspecified) | -4% | 3 | 10 | -6%
Cc1nn(C(C)c2n[nH]c(=S)n2-c2cccc(Cl)c2)c(C)c1[N+](=O)[O-] (stereo unspecified) | . | 2 | 86 | -14%
C=CCCC(=O)Nc1nc(C)c(-c2csc(Nc3cc(Cl)ccc3OC)n2)s1 | -2% | 0 | ? | -22%
COc1ccc2cc3cc(C(=O)NCCN4CCN(c5ccccc5F)CC4)oc3nc2c1 | 68%[activator] | 4 | 55 | 7%
CCn1nc(CC(=O)Nc2ccc(-n3cnnn3)c(C)c2)c2ccccc2c1=O | -2% | 1 | -23 | -4%
N/C(=N\OC(=O)CCCOc1ccccc1)c1ccc(Br)cc1 | 0% | 0 | 16 | -16%
CC(=O)Nc1nc(C)c(C(C)=O)s1 | 2% | -13 | 30 | 10%
COc1ccccc1NS(=O)(=O)c1cc(NC(=O)CCC(=O)c2cccs2)ccc1Cl | . | . | -14 | 2%
Cc1nn(-c2ccccc2)c2sc(C(=O)OC3CCOC3=O)cc12 (stereo unspecified) | 7% | 6 | ? | -1%
COc1cccc(N2CCN(C(=O)CN(c3ccc(C)cc3)S(=O)(=O)c3c(C)n[nH]c3C)CC2)c1 | -2% | 4 | 27 | -2%
C[C@@]12C=CC(=O)C=C1CC[C@@H]1[C@@H]2[C@H](O)C[C@]2(C)[C@@H]1CC[C@]2(O)C(=O)CO | 8%[25.6 µM] | -2[20.6 µM] | . | 0%[25.6 µM]
Cc1nc2c(c(=O)n1Cc1ccco1)c1nc3ccccc3nc1n2Cc1ccccc1 | -27% | 6 | 32 | -2%
c1cc2c3c(cccc3c1)NC1(CCCCCC1)N2 | ? | 6[1.84 µM] | 38 | 2%
CCOC(=O)C1=C(CC)Nc2ccccc2N=C1NC(=O)Cn1cnc2ccccc2c1=O | -2% | -2 | ? | 4%
Cc1cc(C)cc(NC(=S)N=Nc2c(O)n(C)c3ccc(S(=O)(=O)N4CCOCC4)cc23)c1 | . | 15 | ? | 1%
CCN1CCC[C@@H](OC(=O)C(c2ccccc2)c2ccccc2)C1 | 9%[25.6 µM] | 16[20.6 µM] | . | 2%[25.6 µM]
Cc1cc(C)cc(Nc2ccc([N+](=O)[O-])nc2[N+](=O)[O-])c1 | -4% | 6 | -1 | -1%
CC(=O)N1C(=O)C2(Nc3ccccc3N2)c2ccccc21 | 4% | 19 | 18 | 2%
CCN(CCCNC(=O)CCCn1c(=O)[nH]c2ccccc2c1=O)c1cccc(C)c1 | 3% | 4 | 19 | -10%
Cc1cnc(C(=O)OCC(=O)NC23CC4CC(CC(C4)C2)C3)cn1 | 7% | 3 | 15 | -3%
Oc1cccc2ccc(Nc3ccccn3)nc12 | 41%[activator] | 10 | 60 | ?
C=CCc1cc(/C=C2/NC(=S)NC2=O)cc(OC)c1O | -22% | 12 | 12 | -9%
O=C(CN1C(=O)c2ccccc2S1(=O)=O)Nc1ccccc1 | 5% | 0 | 94 | 5%
Cc1ccc(S(=O)(=O)N2CCN(C(=O)N(c3ccccc3)c3ccccc3)CC2)cc1 | -3% | ? | ? | -23%
Cn1c(=O)c2c(O)cc(=O)[nH]c2n(-c2ccccc2)c1=O | -15% | 15 | -23 | -5%
O=C1CCC(=O)N1CN(Cc1ccco1)CN1C(=O)CCC1=O | 3% | -3 | 19 | 3%

Looked up by compound from the list above, 2 records:
SMILES | 15-hLO-2 inh | IMPase cell inh | PNC inhibitor | 12-hLO inh
O=C(CSc1nc(-c2ccc(F)cc2)cs1)N1CCN(C(=O)c2ccco2)CC1 | -13% | -2 | -10 | -15%
CCN(CC)c1ccc(NC(=O)CC2Oc3ccccc3NC2=O)c(C)c1 (stereo unspecified) | -3% | 9 | 10 | 0%

Continuation:
SMILES | 15-hLO-2 inh | IMPase cell inh | PNC inhibitor | 12-hLO inh
O=C(NC(NCC1CCCO1)C(Cl)(Cl)Cl)c1cccc2ccccc12 (stereo unspecified) | 8%[11.4 µM] | 3[1.84 µM] | -23 | -4%
O=C(c1cc(C(F)(F)F)cc(C(F)(F)F)c1)N1CCC2(CCCN(Cc3nccs3)C2)CC1 | 16% | . | . | -6%
CC(C)[N+](C)(CCOC(=O)C1c2ccccc2Oc2ccccc21)C(C)C | 4% | 10[20.6 µM] | ? | 0%
COC(=O)[C@@H]1C[C@@]2(O)[C@@H](O)[C@@H](O)[C@@H](O)C[C@H]2N1Cc1ccc(C(F)(F)F)cc1 | -8% | . | . | -2%
Cc1ccc(C)c(C2C(C#N)=C(N)Oc3cc(C)oc(=O)c32)c1 (stereo unspecified) | . | . | 21 | -2%
CCC(=O)NC(NC(=S)Nc1cccc2cccnc12)C(Cl)(Cl)Cl (stereo unspecified) | . | . | 27 | -1%
Cc1ccc(NC2=C(Cl)C(=O)OC2OC(C)C)c(C)c1 (stereo unspecified) | . | . | 5 | -3%
Cc1cc(-c2n[nH]c(=S)n2/N=C/c2ccccc2[N+](=O)[O-])n[nH]1 | . | . | -16 | -3%
CCC(=O)N1CCN(c2ccccc2NC(=O)COc2ccccc2Cl)CC1 | -4% | 11 | ? | -6%
Cn1nc(C(F)(F)F)c(C(=O)Nc2ccc(F)cc2F)c1Sc1ccc(Cl)cc1 | . | 8 | 55 | -3%
COc1ccc(-c2noc(-c3ccc4c(c3)OCO4)n2)cc1 | -7% | 5 | 33 | -14%
CCCCNC(=S)N(C)/N=C/c1ccc(OCC(=O)Nc2c(C)cc(C)cc2C)c(OC)c1 | . | . | 31 | -4%
CN(C)c1cc[n+](CCC(=O)Nc2cccc([N+](=O)[O-])c2N)cc1 | . | . | ? | 0%
O=C1C(c2ccc(F)cc2)N(Cc2ccc3c(c2)OCO3)C(=O)CN1C1CCCCC1 (stereo unspecified) | 1% | 2 | 13 | -7%
Fc1ccccc1N1CCN(Cc2cccnc2)CC1 | . | . | 36 | -2%
C=C(C)CSc1nnc(-c2ccccc2)n1N | -6% | 0 | 3 | -1%
Cn1c(CO)c(-c2ccccc2)c2cc([N+](=O)[O-])ccc21 | -9% | 4 | 11 | -6%
O=S1(=O)C=CC(Sc2nc3ccccc3[nH]2)C1 (stereo unspecified) | -3% | -3 | 2 | 1%
O=C(CCC1N=C2c3ccccc3N=C(SCc3cccc(Cl)c3)N2C1=O)NCc1ccco1 (stereo unspecified) | -18% | -1 | 22 | -8%
Cc1ccc(S(=O)(=O)N2CCC(C(=O)NNS(=O)(=O)c3ccc(Cl)cc3)CC2)cc1 | . | 1 | -25 | -25%
CC1Cc2ccccc2N1C(=O)c1cccnc1 (stereo unspecified) | 0% | 11 | ? | 1%

These rows are one share of the data (hit frequency here may not be typical).
